Bioassay records as filed in PubChem.
hIAP act: human IAP activators, primary screen, biochemical, luminescence, uHTS. Intestinal-type alkaline phosphatase (Homo sapiens), P09923. purified human IAP, CDP-Star luminescence, 30 min; active compounds read high; 1 = vehicle-only enzyme, 0 = enzyme-free background. activation factor at 10 µM. hit rate 0.16% among 330,000. AID 2524, 2010;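 active = activation factor of the enzyme at least 2-fold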; also: the source names both 10 and 20 µM as test concentration; values of inactives mirror those of a sister screen read the other way
Target sequence (P09923 whole entry, looked up): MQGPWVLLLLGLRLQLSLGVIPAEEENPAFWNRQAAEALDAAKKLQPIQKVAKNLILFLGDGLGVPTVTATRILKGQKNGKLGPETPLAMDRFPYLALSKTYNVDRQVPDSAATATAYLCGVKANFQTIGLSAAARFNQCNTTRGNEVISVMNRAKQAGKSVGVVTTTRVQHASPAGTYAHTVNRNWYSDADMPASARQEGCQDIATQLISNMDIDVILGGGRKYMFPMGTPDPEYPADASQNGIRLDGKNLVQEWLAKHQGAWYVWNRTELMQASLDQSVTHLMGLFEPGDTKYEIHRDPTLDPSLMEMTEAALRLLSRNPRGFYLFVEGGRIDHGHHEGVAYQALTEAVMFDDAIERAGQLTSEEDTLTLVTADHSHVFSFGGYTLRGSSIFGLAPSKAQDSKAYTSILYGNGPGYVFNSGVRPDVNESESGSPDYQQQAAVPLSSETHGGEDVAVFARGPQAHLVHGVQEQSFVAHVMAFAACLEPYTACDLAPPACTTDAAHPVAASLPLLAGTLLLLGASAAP
mIAP inh: inhibitors of mouse IAP, primary screen, biochemical, luminescence, uHTS; inhibition, % at 10 µM; hit rate 0.2% among 330,000; purified mouse IAP, CDP-Star luminescence, 30 min; intestinal alkaline phosphatase [Mus musculus];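 active = inhibition of at least 40% at 10 µM in the primary screen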;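 also: plate controls were DMSO with enzyme for no effect and no enzyme wells for full effect; values of inactives mirror those of a sister screen read the other way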
MPTP inh: mitochondrial permeability transition pore inhibitors, primary screen, biochemical, isolated mouse mitochondria, absorbance; Ca2+ swelling absorbance, 30 min; inhibition, % at 10 µM; hit rate 1.4% among 360,000; AID 602449, 2012;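 active = inhibition of 50% or more, scaled per plate between neutral and stimulator controls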;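 also: 0% = DMSO wells given calcium and 100% = 1 mM EGTA wells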
A3A deaminase: APOBEC3A ssDNA deaminase inhibitors, primary screen, selectivity assay for APOBEC3G inhibitor project, biochemical, FAM/TAMRA oligo cleavage fluorescence | DNA dC->dU-editing enzyme APOBEC-3A (Homo sapiens), P31941 | recombinant A3A, FAM/TAMRA ssDNA deamination fluorescence | inhibition, % at 20 µM | hit rate 0.41% among 330,000 | AID 493011, 2011;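 active = at least 40% inhibition at 20 µM here, with at most 30% in a related deaminase screen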;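 also: plate controls were A3A with DMSO for no effect and wells lacking A3A enzyme for full effect; some results filed as inactive read as strong as hits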
APOBEC3G inh: APOBEC3G DNA deaminase inhibitors, primary screen, biochemical, fluorescence, single-stranded DNA substrate, uHTS. DNA dC->dU-editing enzyme APOBEC-3G (Homo sapiens), Q9HC16. recombinant A3G, ssDNA deamination FAM/TAMRA fluorescence. inhibition, % at 20 µM. hit rate 0.28% among 330,000;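 active = inhibition of at least 40% at 20 µM, with no more than 30% in the related APOBEC3A deaminase screen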;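 also: plate controls were DMSO wells with A3G for no effect and wells lacking A3G enzyme for full effect; some compounds called inactive have numbers as strong as hits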
Target sequence (Q9HC16 whole entry, looked up): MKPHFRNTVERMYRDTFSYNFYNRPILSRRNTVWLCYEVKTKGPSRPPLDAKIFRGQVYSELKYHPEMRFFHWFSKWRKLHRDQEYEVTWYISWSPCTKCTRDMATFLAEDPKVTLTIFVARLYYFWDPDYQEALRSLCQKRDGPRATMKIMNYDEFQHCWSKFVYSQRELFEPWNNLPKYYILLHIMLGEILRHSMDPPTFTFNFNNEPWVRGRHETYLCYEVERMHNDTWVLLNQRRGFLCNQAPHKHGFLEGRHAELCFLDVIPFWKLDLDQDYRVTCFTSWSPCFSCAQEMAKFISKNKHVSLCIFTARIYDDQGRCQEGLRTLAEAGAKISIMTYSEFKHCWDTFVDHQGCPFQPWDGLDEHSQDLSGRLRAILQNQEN
mIAP act: activators of mouse IAP, primary screen, biochemical, luminescence, uHTS. muIAP, CDP-Star luminescence, 30 min; active compounds read high; 1 = vehicle-only enzyme signal, 0 = enzyme-free wells. activation factor at 10 µM. hit rate 0.24% among 330,000. AID 2805, 2010;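 active = activation factor of at least 2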; also: the source names both 10 and 20 µM as test concentration; values of inactives mirror those of a sister screen read the other way
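Assay system: mouse IAP enzyme; reagent: chemiluminescent substrate CDP-Star; dosing: test compounds delivered from DMSO solution; schedule: 30 min at room temperature; measured by: luminescence from enzymatic CDP-Star hydrolysis; controls: DMSO-only wells and no-enzyme negative control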
ATG4B inhibitor: ATG4B protease inhibitors, primary screen, biochemical, fluorescence, uHTS | Cysteine protease ATG4B (Homo sapiens), Q9Y4P1 | ATG4B cleavage of LC3-PLA2, NBD-HPC fluorescence, 1 h | inhibition, % at 8.33 µM | hit rate 0.51% among 340,000; in the data active = inhibition above about 40%
MIN6 prolif: inducers of MIN6 beta-cell proliferation, primary screen, ATP luminescence, uHTS; MIN6 cells proliferation, ATPlite luminescence, 48 h; cells starved in 0.2% serum; 100% = growth in 10% serum; proliferation, % at 10 µM; hit rate 0.29% among 330,000; AID 2380, 2010;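 active = compounds whose signal lies at least 3.5 SD above the mean of all wells on their plate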;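 also: 0% = DMSO-treated cells in low-serum medium and 100% = 10% serum control; some compounds called inactive have numbers as strong as hits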
hIAP inh: human IAP inhibitors, primary screen, biochemical, luminescence, uHTS; Intestinal-type alkaline phosphatase (Homo sapiens), P09923; purified IAP, CDP-Star luminescence, 30 min; inhibition, % at 10 µM; hit rate 0.12% among 330,000;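 active = inhibition reaching a set limit with compound at 10 µM in the primary screen, cut at about 35% in these data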;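 also: plate controls were DMSO wells with enzyme for no effect and no-enzyme buffer wells for full effect; values of inactives mirror those of a sister screen read the other way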
* hit, by the source's call; nt = not tested or not shown. An unsorted share of the library; 3.3% or so of the library scored in one or more.

Structure | hIAP act | mIAP inh | MPTP inh | A3A deaminase | APOBEC3G inh | mIAP act | ATG4B inhibitor | MIN6 prolif | hIAP inh
COc1ccc(NC(=O)CSc2nnc(Cc3cccs3)n2C)cc1 | 0.96 | -4 | -0.4 | 0 | -7 | 1 | -7 | 2 | 4
Cc1ccc(S(=O)(=O)N2CCCCC2)cc1NC(=O)c1ccccn1 | 1.1 | 9 | -0.1 | 3 | -3 | 0.91 | 3 | 4 | -15
Cc1cccc(OCCCCCN2CCOCC2)c1C | 1.1 | 0 | 0.9 | -6 | -7 | 1 | -8 | -2 | -12
CCN(CC)c1nc(C)c2c(c1C#N)CC(C)(C)OC2 | 0.98 | -2 | 1.0 | 3 | -2 | 1 | -4 | 0 | 2
CCOCCCNC(=O)C(c1ccccc1)N(Cc1cccs1)C(=O)CNC(=O)c1ccccc1 (stereo not given) | 0.74 | 2 | 0.0 | 1 | -2 | 0.98 | 1 | -3 | 26
COc1ccc2c(c1)C(c1ccccc1)=NNC(c1ccco1)=N2 | 0.83 | 2 | -2.4 | -3 | -2 | 0.98 | 20 | -1 | 17
O=C(CSc1nnc2sc3ccccc3n12)N1CCN(c2ccccc2)CC1 | 1 | -10 | 0.2 | 5 | -1 | 1.1 | -1 | -1 | -4
O=C(c1cccc(NS(=O)(=O)c2cccc(F)c2)c1)N1CCN(c2ccccc2)CC1 | 0.9 | 5 | -13 | -6 | -3 | 0.95 | -2 | 0 | 10
Cc1ccc(Nc2nc(N)nc(CN3CCN(Cc4ccc5c(c4)OCO5)CC3)n2)c(C)c1 | 1.2 | -9 | 0.1 | -3 | -4 | 1.1 | -8 | -6 | -16
CCC1CCCCN1C(=S)Nc1ccc(C(C)=O)cc1 (stereo not given) | 0.99 | 5 | -0.2 | 2 | 3 | 0.95 | -9 | 0 | 1
Cc1cc(NC(=O)CCN2CC(C)OC(C)C2)ccc1Br (stereo not given) | 0.74 | -5 | 1.2 | -4 | -2 | 1 | 2 | -1 | 26
O=C(COC(=O)CCC(=O)c1cccs1)NCc1ccccc1 | 0.97 | -8 | -0.4 | 3 | -4 | 1.1 | -6 | 0 | 3
Cc1ccc(Nc2ccc(S(=O)(=O)N3CCOCC3)cc2[N+](=O)[O-])cc1C | 0.85 | 16 | 4.5 | -2 | -9 | 0.84 | -2 | 0 | 15
CCN(CC)S(=O)(=O)c1ccc(Cl)c(NC(=O)COc2ccc(OC)cc2[N+](=O)[O-])c1 | 0.93 | 14 | 0.5 | -4 | -3 | 0.86 | 3 | -2 | 8
Cc1ccc(C2(C)NC(=O)N(CC(=O)N(c3ccccc3)C3CCS(=O)(=O)C3)C2=O)cc1 (stereo not given) | 1 | 9 | -0.6 | 13 | -2 | 0.91 | -10 | 0 | -2
CCOc1ccc(S(=O)(=O)N2CCN(c3ccccc3F)CC2)c2cccnc12 | 1.3 | 0 | 1.8 | -1 | -6 | 1 | 27 | 0 | -32
COc1ccc(CNC(=O)CCC2N=C3c4ccccc4N=C(SCC(=O)NCC4CCCO4)N3C2=O)cc1 (stereo not given) | 1.1 | -2 | 0.7 | -2 | -1 | 1 | 10 | -2 | -6
CC(=O)Nc1c(Nc2ccccc2)c2ccccc2oc1=O | 1.2 | -11 | -2.2 | -2 | -6 | 1.1 | 15 | -1 | -18
CS(=O)(=O)N1CCC(Oc2ccccc2C(=O)N2CCN(CC3CC3)CC2)CC1 | 0.99 | -2 | 0.0 | 5 | -7 | 1 | -4 | 0 | 1
COc1ccc(C2C(C(=O)Nc3ccc(OC)c(OC)c3)c3ccccc3C(=O)N2C)cc1 (stereo not given) | 0.92 | -22 | 3.9 | 0 | -11 | 1.2 | -11 | -1 | 8
O=C(Cc1ccccc1)Nc1ccc(C(=O)NCc2ccccc2)cc1 | 0.91 | 31 | -1.3 | 5 | -4 | 0.69 | -3 | -3 | 9
CCC(O)(CC)C(=O)N(Nc1ccc(C)cc1)c1ccc(C)cc1 | 0.96 | -4 | 11 | -1 | -11 | 1 | -3 | 0 | 4
NS(=O)(=O)c1ccc(CCNC(=O)COC(=O)COc2cccc(C(F)(F)F)c2)cc1 | 0.98 | 0 | -1.8 | 1 | -5 | 1 | 4 | -5 | 2
COc1ccc(Oc2ccc(C(F)(F)F)cc2NC(=O)CC(CC(=O)O)c2ccccc2)cc1 (stereo not given) | 0.91 | -8 | 4.5 | -2 | -6 | 1.1 | -2 | 2 | 9
Cc1cc(OC(=O)c2cccc([N+](=O)[O-])c2)c(C)cc1CN1CCOCC1 | 1.1 | -3 | -1.1 | -7 | 2 | 1 | 2 | -1 | -14
CCc1c(O)nc(SCC(=O)N(CC)CC)[nH]c1=O | 0.94 | -7 | -0.4 | -1 | -10 | 1.1 | -8 | -1 | 6
CCOc1ccc(NC(=O)CCSc2nc3c(c(CC)c2C#N)C(=O)CC(C)(C)C3)cc1 | 0.91 | 2 | 2.1 | 0 | 1 | 0.97 | -9 | -6 | 9
O=C(Nc1ccc(N2CCN(C(=O)c3ccco3)CC2)c(Cl)c1)c1cccs1 | 1.1 | -16 | -2.5 | -5 | -2 | 1.2 | 6 | -1 | -9
COc1cccc([C@@H]2Oc3ccc(OC)cc3C(=O)[C@H]2OC(=O)Nc2cc(OC)c(OC)c(OC)c2)c1 | 1.1 | 1 | nt | 0 | -6 | 0.99 | 9 | -3 | -8
CSCCC(=O)N1CCCC(CO)(CCCc2ccccc2)C1 (stereo not given) | 1.2 | 7 | 0.3 | 4 | 0 | 0.93 | 2 | 0 | -21
COc1ccc(Oc2c(C)oc3c(CN4CCOCC4)c(O)ccc3c2=O)cc1 | 1 | -12 | -4.7 | 6 | 1 | 1.1 | -15 | -3 | 0
O=C(Nc1ccc(F)cc1F)N1CCCCC1c1cccnc1 (stereo not given) | 0.87 | -4 | -0.3 | -2 | -5 | 1 | 1 | -1 | 13
Cc1cc(C)nc(NS(=O)(=O)c2ccc(NC(=S)NC(=O)c3ccco3)cc2)n1 | 1 | 8 | -0.6 | -6 | -4 | 0.92 | 6 | -1 | 0
O=C(NCc1ccccc1Cl)C(=O)c1cn(CC(=O)N2CCOCC2)c2ccccc12 | 1.2 | 3 | -0.4 | -4 | 5 | 0.97 | 1 | -3 | -21
COc1ccc(CC(=O)OCCc2cc3cc(OC)c(OC)cc3c(=O)o2)cc1 | 1.1 | -4 | -0.4 | -4 | -11 | 1 | -14 | 3 | -6
Cc1ccc(/C(O)=C2\C(=O)C(=O)N(CCN(C)C)C2c2ccccc2F)cc1 (stereo not given) | 1 | 9 | -0.5 | -1 | -6 | 0.91 | -4 | 1 | -3
CN(C)C(CNS(=O)(=O)c1ccc(Cl)cc1F)c1ccco1 (stereo not given) | 1.2 | -3 | 0.0 | 3 | 2 | 1 | -1 | 0 | -16
N#Cc1ccc(CSCC(=O)NN=C2CCCC2)cc1 | 1 | 12 | -1.1 | -1 | -5 | 0.88 | -5 | 1 | 0
COc1ccc2c(c1)C(=NN)c1cc(OC)ccc1-2 | 1 | 0 | 1.6 | -4 | 2 | 1 | -15 | -3 | -1
O=C(Cn1c2ccccc2c(=O)c2ccccc21)N/N=C/c1cc([N+](=O)[O-])ccc1N1CCCCCC1 | 1 | 26 | 1.7 | 3 | 1 | 0.73 | 7 | -4 | -1

Next section, overlapping the part above by 3 compounds.
Structure | hIAP act | mIAP inh | MPTP inh | A3A deaminase | APOBEC3G inh | mIAP act | ATG4B inhibitor | MIN6 prolif | hIAP inh
N#Cc1ccc(CSCC(=O)NN=C2CCCC2)cc1 | 1 | 12 | -1.1 | -1 | -5 | 0.88 | -5 | 1 | 0
COc1ccc2c(c1)C(=NN)c1cc(OC)ccc1-2 | 1 | 0 | 1.6 | -4 | 2 | 1 | -15 | -3 | -1
O=C(Cn1c2ccccc2c(=O)c2ccccc21)N/N=C/c1cc([N+](=O)[O-])ccc1N1CCCCCC1 | 1 | 26 | 1.7 | 3 | 1 | 0.73 | 7 | -4 | -1
O=C(N/N=C/c1cccc([N+](=O)[O-])c1)c1cnccn1 | 1.2 | -2 | 0.2 | -1 | -4 | 1 | 8 | -1 | -17
CCOC(=O)c1c(C)[nH]c(C)c1S(=O)(=O)NC(CC)CN1CCOCC1 (stereo not given) | 0.92 | 6 | -1.1 | -1 | -4 | 0.94 | 0 | 3 | 8
COc1ccc(C)cc1-n1c(SCC(=O)Nc2cccc(C(=O)O)c2)nc2ccccc2c1=O | 1 | -2 | 3.4 | 1 | -7 | 1 | -4 | -1 | -3
Cc1cc(Cl)ccc1OCC(=O)NCCCCc1ccccc1 | 1.1 | -14 | 0.9 | 2 | -4 | 1.1 | -3 | -3 | -7
CCCCCn1c(=O)[nH]c2cc(C(=O)Nc3ccc(OC)cc3)ccc2c1=O | 0.92 | 6 | 0.2 | 4 | -2 | 0.94 | 8 | 3 | 8
O=c1c2ccccc2n(Cc2ccc(Cl)cc2)c(=O)n1Cc1ccco1 | 0.97 | -4 | 0.8 | -6 | -5 | 1 | -1 | -2 | 3
CCOC(=O)C1=CN(Cc2cccc(F)c2)S(=O)(=O)N(C)C1c1ccc2ccccc2c1 (stereo not given) | nt | 1 | 0.9 | 5 | 6 | 0.99 | -5 | nt | nt
CSc1ccccc1Sc1cc(C(=O)O)c2ccccc2n1 | 0.98 | 6 | 0.2 | 0 | -4 | 0.94 | 35 | -4 | 2
COc1ccc(Nc2cc(=O)n(-c3ccccc3)c3c2c(=O)n(C)c(=O)n3C)cc1 | 0.97 | 3 | 1.8 | -2 | -7 | 0.97 | -2 | 3 | 3
CCOc1ccc(-c2nnc(NC(=O)Cc3ccc(OC)cc3)o2)cc1 | 1.2 | 0 | -1.8 | 1 | -2 | 1 | -8 | -1 | -25

2 compounds drawn at random from those above:
Structure | hIAP act | mIAP inh | MPTP inh | A3A deaminase | APOBEC3G inh | mIAP act | ATG4B inhibitor | MIN6 prolif | hIAP inh
O=c1c2ccccc2n(Cc2ccc(Cl)cc2)c(=O)n1Cc1ccco1 | 0.97 | -4 | 0.8 | -6 | -5 | 1 | -1 | -2 | 3
CCOC(=O)c1c(C)[nH]c(C)c1S(=O)(=O)NC(CC)CN1CCOCC1 (stereo not given) | 0.92 | 6 | -1.1 | -1 | -4 | 0.94 | 0 | 3 | 8
